Bioassay records (PubChem BioAssay)
GLP-1R inv ag = GLP-1 receptor (human) inverse agonism | P43220 | HEK293 GLP-1R CRE-luciferase, luminescence, 24 h; GLP-1R form is constitutively active | Potency, µM (titrated, usually from 38.3 µM), for inactives: at the highest dose activity change, negative = inhibition, most hits filed as inhibitors | 410,000 tested, 1.6% active | AID 624417; note: potency is the fitted concentration of half-maximal effect; % is set by controls: 0 for no effect and ±100 for the full control effect; nearly all actives have a fitted effect of over 55% in size
Target sequence (P43220 whole entry, looked up): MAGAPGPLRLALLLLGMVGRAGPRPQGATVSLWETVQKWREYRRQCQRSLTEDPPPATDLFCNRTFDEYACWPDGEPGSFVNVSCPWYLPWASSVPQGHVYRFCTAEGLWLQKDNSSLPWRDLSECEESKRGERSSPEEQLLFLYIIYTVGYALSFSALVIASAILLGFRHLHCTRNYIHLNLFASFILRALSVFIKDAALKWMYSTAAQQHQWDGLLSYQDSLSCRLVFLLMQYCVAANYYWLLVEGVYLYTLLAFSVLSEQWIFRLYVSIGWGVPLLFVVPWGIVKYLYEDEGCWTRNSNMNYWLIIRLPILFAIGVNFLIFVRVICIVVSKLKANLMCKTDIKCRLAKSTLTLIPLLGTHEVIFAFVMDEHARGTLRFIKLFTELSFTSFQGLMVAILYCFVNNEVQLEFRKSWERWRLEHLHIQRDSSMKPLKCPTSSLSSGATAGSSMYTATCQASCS
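Stable HEK293 clone (constitutively active GLP-1R + cAMP-response luciferase); 200 cells/uL plated, 12 h pre-culture, compound 24 hr, 37 deg C/5% CO2; detection reagent 12 min RT; luminescence.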
Abeta yeast res = restores growth of yeast expressing A-beta42 peptide; yeast expressing A-beta42, growth rescue, OD600, 48 h; response scale: 0% DMSO, 100% iron-clioquinol control; Potency, µM (highest dose often 46.1 µM), for the others: at the highest dose growth rescue, usual class: activators; 410,000 tested, 0.063% active; note: potency is the fitted concentration of half-maximal effect; nearly all actives have a fitted effect of over 55% in size
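Yeast A-beta toxicity model in growth medium with pinned compounds, 48 h at 30 C; growth read as absorbance at 600 nm. Normalized to FeCl3/clioquinol equimolar mix (positive) and DMSO (negative).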
FUS yeast rescue = rescues growth of FUS-expressing yeast. S. cerevisiae FUS-expressing, growth rescue, OD600, 24 h. AID 1347120. 390,000 tested, 0.24% active. Potency, µM (highest dose often 76.6 µM), inactives show top-dose growth rescue (activation), hits mostly activators;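 note: potency is the fitted concentration of half-maximal effect; plate controls were DMSO vehicle for no effect and reference control for full effect; nearly all actives have a fitted effect of over 55% in size; some results filed as inactive show a strong effect at the top dose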
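Toxicity suppression screen in FUS-yeast. Cells induced with 2% galactose, starting OD 0.005, treated 24hr at 30C with compounds at multiple final concentrations; growth by OD600.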
aSyn rescue = rescues yeast growth from alpha-synuclein toxicity; Yeast expressing alpha-synuclein, growth rescue, BacTiter-Glo, 24 h; Potency, µM (series often up to 46.1 µM), inactives show at the top dose growth rescue (activation), usual class: activators; 370,000 tested, 0.14% active; note: potency is the fitted concentration of half-maximal effect; % of control where 0% means no effect; nearly all actives have a fitted effect of over 65% in size
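Galactose-induced alpha-syn yeast (OD600=0.02, raffinose-pregrown) + pinned cpd, 24 hr, 30 deg C; growth by BacTiter-Glo luminescence. Growth restoration scores as activation.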
PTHR1 ag = activates the human parathyroid hormone receptor PTHR1; 410,000 tested, 0.075% active; Q03431; HEK293 GP2 PTHR1 cells, GloSensor cAMP luminescence, 1 h; AID 743266; Potency, µM (top dose mostly 115 µM), inactives show top-dose activation, most hits filed as activators; note: potency is the fitted concentration of half-maximal effect; nearly all actives have a fitted effect of over 55% in size; some results filed as inactive show a strong effect at the top dose; inactives centre near -15; many of its hits are not listed in these tables
Target sequence (Q03431 whole entry, looked up): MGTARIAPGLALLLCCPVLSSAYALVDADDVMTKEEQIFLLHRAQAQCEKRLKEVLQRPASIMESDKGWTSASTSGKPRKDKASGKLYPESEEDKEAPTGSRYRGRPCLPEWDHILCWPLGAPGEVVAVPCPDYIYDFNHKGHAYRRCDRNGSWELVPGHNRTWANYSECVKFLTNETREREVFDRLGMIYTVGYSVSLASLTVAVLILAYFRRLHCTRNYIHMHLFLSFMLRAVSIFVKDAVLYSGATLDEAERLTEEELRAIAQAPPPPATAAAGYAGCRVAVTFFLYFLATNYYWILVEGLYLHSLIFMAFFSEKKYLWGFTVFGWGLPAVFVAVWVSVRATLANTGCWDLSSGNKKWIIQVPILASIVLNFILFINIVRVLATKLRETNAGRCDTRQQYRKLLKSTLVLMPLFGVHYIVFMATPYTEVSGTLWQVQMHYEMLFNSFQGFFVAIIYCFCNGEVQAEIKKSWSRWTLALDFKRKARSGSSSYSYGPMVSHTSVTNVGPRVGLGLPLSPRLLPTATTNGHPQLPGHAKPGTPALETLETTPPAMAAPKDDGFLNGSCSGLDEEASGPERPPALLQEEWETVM
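HEK-293-derived GP2 cells expressing PTHR1 and a GloSensor cAMP reporter, 3,000/well, plated overnight, given luciferin plus IBMX (each 0.5 mM as added) for 1 h at 37 °C, then compound for 1 h at 37 °C. Luminescence was read after 15 min at room temperature.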
DRD3 antagonist = blocks the human D3 dopamine receptor. D3R cells, DiscoveRx beta-arrestin luminescence, antagonist mode; hits give low values. max response, negative = inhibition, %. 360,000 tested, 2.5% active. AID 652054; in the data active = max response below about -50%; inconclusive = no clear call, values can overlap the other calls; note: % is set by controls: 0 for no effect and ±100 for the full control effect; mostly tested at two doses, the higher about 12 µM
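Cells plated overnight at 1500 cells/well, then exposed to library compounds with dopamine controls for 90 minutes at 37 degrees C. DiscoveRx reagent added for 30–60 minutes at room temperature; luminescence read, quantitative HTS format.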
pAkt inh = Akt phosphorylation inhibition | activity change, % for hits at 50 µM | 360,000 tested, 0.32% active | Neuro2A IGF-stimulated pAkt S473 HTRF, 20 min; hits give low values; in the data active = activity change below about -80%; inconclusive = mostly about -51% to -80%; note: % is set by controls: 0 for no effect and ±100 for the full control effect
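Single-point screen (50 µM final compound) in Neuro2A cells stimulated 20 min with 6 nM IGF at 37 deg C. After lysis, Ser473-phosphorylated Akt read by HTRF (ex 330 nm, em 615/665 nm) as the 665/615 ratio.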
GLP1R ag = activates the human GLP-1 receptor; P43220; HEK293 GLP-1R CRE-luciferase, luminescence, 4-6 h; cells express a hypersensitive GLP-1R form; Potency, µM (doses to about 45.6 µM), for the others: at the top dose activation, usual class: activators; 380,000 tested, 0.007% active; AID 624172; note: potency is the fitted concentration of half-maximal effect; % of control where 0% means no effect
TDP-43 yeast inh = TDP-43 toxicity inhibition in yeast. Potency, µM (titrated, usually from 46.1 µM), for the others: at the highest dose growth rescue (activation), usual class: activators. TDP-43 expressing yeast growth rescue, BacTiter-Glo, 24 h. 410,000 tested, 1.8% active. AID 652104; note: potency is the fitted concentration of half-maximal effect; % of control where 0% means no effect; nearly all actives have a fitted effect of over 50% in size
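Galactose-induced TDP-43 yeast, OD600=0.02, compound pinned; 24 hr, 30 deg C; BacTiter-Glo luminescence for growth. Inhibitors of TDP-43 toxicity read as activators.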
Active calls of the source: *; i = inactive; ? = inconclusive; . = no result given; [ ] = dose if it differs, or a comment. Unless noted, calls come from the whole dose curve; as a rule, active = well fitted curve in the direction sought with a large enough effect; inconclusive = small, poorly fitted or top-dose-only effect, or another doubt; inactive = no such curve, though single readings can be large; an effect the other way counts as inactive or inconclusive.

SMILES	GLP-1R inv ag	Abeta yeast res	FUS yeast rescue	aSyn rescue	PTHR1 ag	DRD3 antagonist	pAkt inh	GLP1R ag	TDP-43 yeast inh
Cc1cccc(-n2c(SCC(=O)N3CCN(c4ccccn4)CC3)nnc2N2CCOCC2)c1	?	3%	-4%	4%	-14%	7	i	5%	-1%
COc1ccccc1CCNC(=O)CCc1c(C)c2cc3c(C)c(C)oc3cc2oc1=O	-11%	-24%	-24%	.	-14%	.	.	.	-11%
O=C(CN1CCN(S(=O)(=O)c2ccccc2[N+](=O)[O-])CC1)NC(=O)NCc1ccco1	0%	6%	8%	0%	-4%	3	i	2%	23%
COc1ccc(CN2C(=O)CSCC2(C)C(=O)NCc2ccccc2)cc1OC (stereo unspecified)	-1%	-12%	0%	5%	-52%[inhibitor]	7	i	.	20%
CCCCOc1ccc(Cc2c(COCC)[nH]c(=S)[nH]c2=O)cc1	-20%	-6%	-2%	2%	-16%	-13	i	13%	5%
Cc1cc(F)ccc1NC(=O)Nc1ccc2c(c1)OCO2	8%	-2%	-21%	0%	-31%[inhibitor]	9	i	1%	9%
O=C(CN(Cc1cccs1)C(=O)CSc1nnc(COc2ccccc2)o1)NC1CCCCC1	-15%	-8%	-3%	-9%	-9%[57.5 µM]	-22	i	0%	-2%
COc1cccc(NS(=O)(=O)c2ccc3[nH]cc(C(=O)NCCN4CCOCC4)c(=O)c3c2)c1	21%	16%	4%	0%	i	0	i	-3%	4%
CCC1(c2ccc(F)cc2)NC(=O)N(CC(=O)NCC(=O)Nc2cccc(C)c2C)C1=O (stereo unspecified)	?	8%	18%	0%	i	-19	i	7%	0%
Cc1cccc(NS(=O)(=O)c2ccc(C(=O)NCC3(N4CCCCC4)CCCCC3)cc2)c1C	?	13%	9%	-1%	i	?	i	4%	-28%
CCC(C)S(=O)(=O)c1snnc1C (stereo unspecified)	1%	3%	-1%	9%	-8%[57.5 µM]	-2	i	-9%	-8%
CCOC(=O)C(C(=O)OCC)C(C)(C)/C(C)=N\Nc1ccc([N+](=O)[O-])cc1[N+](=O)[O-]	?	11%	14%	2%	-92%[inhibitor]	5	i	0%	0%
c1ccc(C2[C@H]3CN(Cc4cccnc4)[C@H](c4ccccc4)C34CC2(c2ccccc2)C4)cc1 (stereo partly specified)	?	-7%	27%	-23%	-28%	1	i	0%	-15%
Cc1nn(-c2ccccc2)c(-c2ccccc2)c1C(=O)O	8%	0%	-4%	-14%	i	-17	i	19%	4%
C[C@@H]1NC(=O)N[C@@H]1CCCCCC(=O)O	-17%	-11%	-27%	-2%	-46%	17	i	6%	19%
O=C(/C=C/c1ccco1)NCc1ccc(F)cc1	16%	1%	1%	3%	i	3	i	0%	?
CC(C)(O)C#Cc1ccc(C(=O)NCc2ccccc2)s1	1%	3%	10%	8%	-1%[57.5 µM]	3	i	2%	9%
CCCN1CCN(CCNC(=O)Nc2ccc(OC)cc2OC)CC1	1%	-13%	-8%	.	i	.	.	.	8%
CCN(CC)Cc1c(C(=O)N/N=C(\C)c2ccncc2)nnn1-c1nonc1N	-11%	-8%	15%	-2%	-11%	1	i	6%	-9%
COc1ccc(C(=O)Nc2ccc(N3CCCC3)cc2)cc1Br	-16%	2%	0%	7%	-20%	-19	i	0%	?
Nn1c(SCC(=O)NC2CCCCC2)nnc1-c1ccc(Cl)cc1	-10%	6%	0%	-1%	-7%[57.5 µM]	?	i	-11%	2%
CCCN1CCN(CCCNC(=O)c2c(C)nn(-c3ccc(F)cc3)c2-n2cccc2)CC1	-7%	-11%	-12%	0%	i	.	.	-4%	28%
COc1ccc(N2CCN(C(C)C(=O)N3CC(C)OC(C)C3)CC2)cc1 (stereo unspecified)	-2%	-7%	-6%	-6%	-11%	?	i	3%	-3%
CCN(CC)CCSc1nc2c([nH]1)c(=S)n(C)c(=O)n2C	?	1%	.	0%	-7%	0	i	1%	15%
CC(C)(C)c1nnc(NC(=O)C2CC(=O)N(CCc3ccc(F)cc3)C2)s1 (stereo unspecified)	8%	8%	?	-1%	-36%[inhibitor]	6	i	1%	6%

Random excerpt: 2 compounds from above.
SMILES	GLP-1R inv ag	Abeta yeast res	FUS yeast rescue	aSyn rescue	PTHR1 ag	DRD3 antagonist	pAkt inh	GLP1R ag	TDP-43 yeast inh
COc1cccc(NS(=O)(=O)c2ccc3[nH]cc(C(=O)NCCN4CCOCC4)c(=O)c3c2)c1	21%	16%	4%	0%	i	0	i	-3%	4%
Cc1nn(-c2ccccc2)c(-c2ccccc2)c1C(=O)O	8%	0%	-4%	-14%	i	-17	i	19%	4%

The list continues:
SMILES	GLP-1R inv ag	Abeta yeast res	FUS yeast rescue	aSyn rescue	PTHR1 ag	DRD3 antagonist	pAkt inh	GLP1R ag	TDP-43 yeast inh
O=C(/C=C/c1cccc([N+](=O)[O-])c1)NC1CC2CCC1C2 (stereo unspecified)	-17%	8%	.	1%	i	-17	i	1%	4%
CCCCc1ccc(-c2ccc(C)cc2O)nc1	2%	8%	-3%	-9%	-14%[57.5 µM]	11	i	-11%	?
Cc1cc(C(=O)Nc2ccc(F)cc2F)on1	21%	-4%	-39%	-6%	-19%	-9	i	6%	13%
O=S(=O)(c1ccc2oc(=S)[nH]c2c1)N1CCCCC1	8%	9%	-3%	-11%	-17%	5	i	-5%	27%
O=C1C(=Cc2cccn2-c2ccccc2)C(=O)c2ccccc21	8%	13%	1%	-7%	-55%[inhibitor]	5	i	19%	-1%
O=C1NC[C@@H](CCCCN2C[C@H](Cc3ccc(O)cc3)N(CC3CCCCC3)C(=O)C2=O)N(CCC2CCCCC2)C1=O	27%	-3%	45%	-1%	12%	15	i	-4%	3%
Cc1cc(OCC(=O)Nc2cccc(S(=O)(=O)N3CCCCC3)c2)ccc1Cl	?	3%	?	0%[1.84 µM]	-11%	2	i	1%	13%
CN1C[C@H]2CON(C)[C@H]2C[C@H]1c1cccc(-c2ccc(C#N)cc2)c1	11%	-5%	-19%	-6%	0%	-14	i	1%	5%
Cc1noc(C)c1NC(=O)N(C)C[C@H]1Oc2c(NC(=O)Nc3ccccc3)cccc2C(=O)N([C@H](C)CO)C[C@@H]1C	15%	-3%	15%	11%	?	-7	i	6%	-23%
CCCCNc1nc(N)ncc1[N+](=O)[O-]	89%[activator]	-13%	-33%	-3%	i	8	i	-10%	18%
CCN(CC)S(=O)(=O)c1ccc2c(c1)NC(=O)C1CCCN21 (stereo unspecified)	27%	22%	?	-4%	-4%	2	i	-3%	-6%
Cc1c(NC(=O)CSc2nnnn2Cc2ccccc2)c(=O)n(-c2ccccc2)n1C	9%	9%	-10%	1%	i	10	i	-6%	-12%
COC(=O)[C@H](CC(C)C)NC(=O)Nc1ccc(F)cc1	14%	5%	-7%	-2%	i	-24	i	7%	-2%
COc1cccc(C2NC(=O)NC(C)=C2C(=O)OCCSC)c1OC (stereo unspecified)	13%	13%	-6%	1%	i	11	i	1%	-12%
CC(C)C(=O)Nc1ccc(NC(=O)c2cccnc2)cn1	8%	-5%	2%	-12%	-13%[57.5 µM]	-3	i	-2%	4%
CC(C)c1ccc(N2C(=O)N(Cc3ccccc3Cl)c3ccccc3S2(=O)=O)cc1	?	8%	20%	.	-4%	.	.	0%	11%
CNc1nc(NCc2cccc(OC)c2)c2sccc2n1	49%[activator]	26%	-16%	0%	-54%[inhibitor]	?	i	12%	24%
Cc1ccccc1NC(=O)CCc1c(C)nc2c(c1C)c(=O)n(C)c(=O)n2C	7%	-8%	-26%	.	-39%[inhibitor]	.	.	-1%	1%
CC(=O)Nc1ccc(C(=O)COC(=O)CCS(=O)(=O)c2ccccc2)cc1	-1%	-10%	20%	-3%	-4%	?	i	1%	-2%
CN1/C(=C\C(=S)NC(=O)c2ccccc2Cl)C(C)(C)c2ccccc21	-14%	?	0%	-1%	-25%	-17	i	3%	12%
COc1ccc(CN2C[C@@H](CO)O[C@@H](n3cnc4c(NCc5ccco5)ncnc43)C2)cc1	22%	-15%	14%	-3%	i	-12	i	2%	13%
CCc1cc(Cn2nc(C(=O)O)cc2-c2ccccc2)on1	3%	-10%	-17%	-1%	-24%	3	i	-5%	-13%
COc1ccccc1CNC(=O)CSCc1cnn(-c2ccccc2)c1-n1cccc1	0%	6%	31%	14%	-34%[inhibitor]	17	i	7%	18µM*

Copied from the listing for reference:
SMILES	GLP-1R inv ag	Abeta yeast res	FUS yeast rescue	aSyn rescue	PTHR1 ag	DRD3 antagonist	pAkt inh	GLP1R ag	TDP-43 yeast inh
COc1ccc(CN2C[C@@H](CO)O[C@@H](n3cnc4c(NCc5ccco5)ncnc43)C2)cc1	22%	-15%	14%	-3%	i	-12	i	2%	13%
CCc1cc(Cn2nc(C(=O)O)cc2-c2ccccc2)on1	3%	-10%	-17%	-1%	-24%	3	i	-5%	-13%

Single entries from the results shown.
For FUS yeast rescue, `CCc1cc(Cn2nc(C(=O)O)cc2-c2ccccc2)on1` shows -17%
For DRD3 antagonist, `COc1ccccc1CNC(=O)CSCc1cnn(-c2ccccc2)c1-n1cccc1` shows 17
For TDP-43 yeast inh, `O=C1C(=Cc2cccn2-c2ccccc2)C(=O)c2ccccc21` shows -1%
For TDP-43 yeast inh, `CC(=O)Nc1ccc(C(=O)COC(=O)CCS(=O)(=O)c2ccccc2)cc1` shows -2%
For FUS yeast rescue, `Cc1c(NC(=O)CSc2nnnn2Cc2ccccc2)c(=O)n(-c2ccccc2)n1C` shows -10%

The list is partial (hit frequency here may not be typical).
